Bioassay records as filed in PubChem BioAssay.
DT40 TDP1 CPT = growth inhibition of DT40 Tdp1-/-;hTDP1 cells with camptothecin (screen for TDP1 inhibitors). 420,000 tested, 12% active. chicken DT40 Tdp1-/-;hTDP1 cells + 20 nM CPT, ATP luminescence, 48 h. Potency, µM (titrated, usually from 46.2 µM), without a hit: top-dose activity change, negative = growth inhibition, usual class: inhibitors. AID 686979; also: nearly all actives have a fitted effect of over 55% in size
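Chicken DT40 Tdp1-/- cells complemented with human TDP1, 400 cells/well, exposed to compounds plus 20 nM camptothecin for at least 48 h at 37 C; viability read as ATP content by CellTiter-Glo luminescence.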
TDP1 block = inhibitors of human tyrosyl-DNA phosphodiesterase TDP1 | AID 485290 | 350,000 tested, 0.28% active | recombinant TDP1, AlphaScreen DNA substrate cleavage | Q9NUW8 | Potency, µM (highest dose often 130 µM), without a hit: top-dose activity change, negative = inhibition, most hits filed as inhibitors; also: nearly all actives have a fitted effect of over 40% in size
Target sequence (Q9NUW8 whole entry, looked up): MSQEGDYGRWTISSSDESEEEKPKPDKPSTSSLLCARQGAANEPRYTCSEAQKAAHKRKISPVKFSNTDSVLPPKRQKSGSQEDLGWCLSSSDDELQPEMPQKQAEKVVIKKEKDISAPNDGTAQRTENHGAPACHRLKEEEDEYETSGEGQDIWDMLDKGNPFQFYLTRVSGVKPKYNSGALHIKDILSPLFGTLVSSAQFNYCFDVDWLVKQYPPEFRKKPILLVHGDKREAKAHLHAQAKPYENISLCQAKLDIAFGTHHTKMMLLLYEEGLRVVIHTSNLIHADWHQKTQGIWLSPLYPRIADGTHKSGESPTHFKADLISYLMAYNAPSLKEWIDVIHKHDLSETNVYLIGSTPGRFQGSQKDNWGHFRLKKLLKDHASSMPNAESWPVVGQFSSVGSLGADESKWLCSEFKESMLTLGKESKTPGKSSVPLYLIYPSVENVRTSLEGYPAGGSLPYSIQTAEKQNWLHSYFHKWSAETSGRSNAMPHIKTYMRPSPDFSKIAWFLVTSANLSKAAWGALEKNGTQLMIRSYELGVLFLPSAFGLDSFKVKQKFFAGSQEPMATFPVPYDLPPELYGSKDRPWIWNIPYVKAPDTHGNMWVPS
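Here, a 5' biotin and 3' phosphotyrosine-FITC DNA oligonucleotide reports Tdp1 activity: intact substrate bridges AlphaScreen beads, while cleavage leaves a 3' phosphate and drops signal. All incubations at room temperature.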
DT40 TDP1 no CPT = qHTS for Inhibitors of human tyrosyl-DNA phosphodiesterase 1 (TDP1): qHTS in cells in absence of CPT | AID 686978, 2013 | 420,000 tested, 15% active | Potency, µM (titrated, usually from 46.2 µM), without a hit: top-dose activity change, negative = growth inhibition, most hits filed as inhibitors | DT40 Tdp1-/- hTDP1 cells, no CPT, ATP luminescence, 48 h; also: nearly all actives have a fitted effect of over 55% in size
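Camptothecin absent (DMSO only). Human TDP1-complemented DT40 knockout cells, 400 cells/well, 37 °C for minimum 48 hr; ATP measured via CellTiter-Glo, 30 min dark incubation, luminescence.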
Numbers without * were called inactive; ? = inconclusive; nt = no result given; [ ] = another dose, or the depositor's remark. Calls follow the shape of the dose curve; as a rule, active = well fitted curve in the direction sought with a large enough effect; inconclusive = small, poorly fitted or top-dose-only effect, or another doubt; inactive = no such curve, though single readings can be large; an effect the other way counts as inactive or inconclusive. % is scaled to controls: 0 for no effect and ±100 for the full control effect; potency is read from the fitted curve at half-maximal effect.

Second line of a record – DT40 TDP1 CPT	TDP1 block	DT40 TDP1 no CPT
- CCOc1cc(/C=N\NC(=O)c2ccc(NC(=O)C(C)(C)C)cc2)ccc1OC(=O)c1cccc(C)c1
→ 12µM*	7%	8.2µM*
- Cc1ccc(C(=O)N2CCC(C(=O)NCc3ccco3)CC2)cc1
→ -13%	nt	-15%
- O=C(O)c1cccc(-n2cccc2/C=C/[N+](=O)[O-])c1
→ -14%	nt	-20%
- CCn1nnnc1SCC(=O)Nc1ccc(OCc2ccccc2)cc1
→ -3%	4%[56.1 µM]	-8%
- COc1ccc(CC(=O)NCc2n[nH]c(=S)n2-c2ccccc2OC)cc1
→ -6%	0%	1%
- CCOC(=O)C1=CC[C@H]2c3c(c4ccccc4n3C)C(=O)C1N2C
→ -3%	0%	-21%
- O=C(CCc1ccccc1)Nc1ccc2c(c1)OCO2
→ 2%	6%	-7%
- N#C/C(=C\c1cccnc1)c1ccccc1[N+](=O)[O-]
→ -3%	0%	?
- CC1NC(=O)c2cc3ccccc3cc2-n2c1nc1ccc(F)cc1c2=O (stereo not drawn)
→ 18%	nt	-6%
- COc1ccc(Cc2cc(NCc3ccccc3)c3ncn(C(C)C)c3c2)cc1
→ ?	8%	21µM*

Reprinted from the part before: five entries, followed by the next part.
Second line of a record – DT40 TDP1 CPT	TDP1 block	DT40 TDP1 no CPT
- CCOC(=O)C1=CC[C@H]2c3c(c4ccccc4n3C)C(=O)C1N2C
→ -3%	0%	-21%
- O=C(CCc1ccccc1)Nc1ccc2c(c1)OCO2
→ 2%	6%	-7%
- N#C/C(=C\c1cccnc1)c1ccccc1[N+](=O)[O-]
→ -3%	0%	?
- CC1NC(=O)c2cc3ccccc3cc2-n2c1nc1ccc(F)cc1c2=O (stereo not drawn)
→ 18%	nt	-6%
- COc1ccc(Cc2cc(NCc3ccccc3)c3ncn(C(C)C)c3c2)cc1
→ ?	8%	21µM*
- CCc1ccc(NC(=O)CCn2c(=O)oc3ccccc32)cc1
→ -11%	1%	?
- CCc1ccc2oc(C(=O)Nc3cccnc3)c(C)c2c1
→ 16µM*	1%	23µM*
- O=C(NCC(F)(F)F)c1ccc2sc([C@H]3C[C@H](O)[C@@H](CO)O3)nc2c1
→ ?	nt	?
- Oc1ccccc1C1=Nc2nc3ccccc3n2C(c2ccccc2)C1 (stereo not drawn)
→ 21µM*	12%	18µM*
- COc1cccc(CCNC(=O)CC2C(=O)NCCN2Cc2ccc(C)o2)c1 (stereo not drawn)
→ -23%	8%	10%
- O=C(c1cccc2ccccc12)N1CCN(CC2CC=CCC2)CC1 (stereo not drawn)
→ -28%	-3%	?
- CCN1CCCC1CNC(=O)CSc1cc(=O)n(C)c2cc(Cl)ccc12 (stereo not drawn)
→ 6%	1%	-14%
- CO/N=C/NC(=O)c1ccc([N+](=O)[O-])c(CS(=O)(=O)c2ccc(Cl)cc2)c1
→ 7.3µM*	5%	10µM*
- COc1ccc(S(=O)(=O)Nc2cccc3c2O[C@H](CN(C)S(=O)(=O)c2ccc(Cl)cc2)[C@H](C)CN([C@H](C)CO)C3=O)cc1
→ ?	1%	18µM*
- Cc1nc(-c2ccc(F)cc2)c(CC(=O)N(C)CC(=O)Nc2ccc(Cl)c(C(F)(F)F)c2)s1
→ ?	nt	?
- CCC(=O)Nc1sc(Cc2ccccc2)c(C)c1C(N)=O
→ 16µM*	12%	?
- COc1cccc(/C=C2/C(=O)NN(c3ccc(Br)cc3)C2=O)c1O
→ 5%	-11%	8%
- CC(=O)Nc1ccc(S(=O)(=O)N2CCC(NC(=O)C(Cc3cccn3C)NC(C)=O)CC2)cc1 (stereo not drawn)
→ -1%	1%	-8%
- O=C(OC1CCCCC1=O)c1cc(S(=O)(=O)N2CCOCC2)ccc1F (stereo not drawn)
→ -13%	3%	16%
- O=C(CCn1c2c(c3ccccc31)CCCC2)NNC(=O)c1ccc(Cl)c([N+](=O)[O-])c1
→ ?	3%	?
- O=[N+]([O-])c1ccc(N2CCN(C(=S)Nc3cccc(F)c3)CC2)cc1
→ 8.2µM*	5%	9.2µM*
- COc1ccc(C2CC(c3cccs3)=NN2C(=O)CCC(=O)O)cc1 (stereo not drawn)
→ -8%	nt	-12%
- CCOC(=O)C1CCN(C(=O)/C=C/c2cc(OC)c(OC)c(OC)c2)CC1
→ 1%	3%	-24%
- C[C@@H]1CN([C@@H](C)CO)C(=O)CCCn2cc(nn2)CO[C@H]1CN(C)S(=O)(=O)c1cccs1
→ 3%	nt	-10%
- O=C(O)c1ccc(NS(=O)(=O)/C=C/c2ccccc2)cc1O
→ -10%	nt	0%
- Cc1ccc(NC(=O)Cn2c(=O)c3cc(Cl)ccc3n3nncc23)cc1
→ -2%	5%	-26%
- O=C(CCN1C(=O)CSC1=O)Nc1ccc(Br)cc1
→ ?	0%	-11%
- O=S(=O)(Nc1ncccn1)c1ccc(NC(=S)Nc2ccccc2)cc1
→ 0%	0%	?
- CCc1ccc(NC(=O)CC2C(=O)N(c3ccc(C)cc3)C(=O)N2C2CC2)cc1 (stereo not drawn)
→ -22%	-1%	-17%
- NC(=O)c1ccsc1NC(=O)COC(=O)CNC(=O)c1cccc([N+](=O)[O-])c1
→ 5%	nt	18%
- Nc1ccc(S(=O)(=O)c2ccc(Cl)cc2)cc1
→ -17%	-1%	-7%
- Cc1cc(NC(=O)CCC2CCCC2)no1
→ 15%	0%	-9%
- CCCCCCN(CCCCCC)C(=O)Cc1c(-c2ccc(Cl)cc2)[nH]c2ccc(Cl)cc12
→ ?	11%	?
- CC(NC(=O)c1ccccc1)C(=O)OCC(=O)c1ccc(Br)cc1 (stereo not drawn)
→ 4%	nt	-2%
- Cc1ccc(OCC(O)CN2CCN(CCO)CC2)c(C)c1 (stereo not drawn)
→ 1%	nt	7%
- C1CCC(OCCN2CCN(CCOC3CCCCC3)CC2)CC1
→ -2%	0%	-25%
- CCOC(=O)Nc1ccc2c3c(cccc13)-c1ccccc1-2
→ 18µM*	nt	21µM*
- O=C(O)c1ccc(NCc2nc3cc4ccccc4cc3[nH]2)cc1
→ 8%	nt	8%
- COC(=O)c1c(NC(=O)CC2SC(N)=NC2=O)sc2c1CCC(C)C2 (stereo not drawn)
→ -8%	3%	?
- CC(C)(C)NC(=O)N1CCC(C(=O)O)CC1
→ -12%	5%	-2%
- COc1ccc(OC)c(/C=C/C(=O)OCC(=O)NC2CCCCCCC2)c1
→ -25%	-10%	?
- CCC(=O)NC(NCC1CCCO1)C(Cl)(Cl)Cl (stereo not drawn)
→ -12%	-3%	-2%
- CCN1CCN(CCCNC(=O)c2ccc3c(c2)NC(=O)/C(=C\c2cccc(C)c2)S3)CC1
→ 16µM*	9%	?
- COCCCNC(=O)Cc1ccc(-n2c(C)nc3cccnc32)cc1
→ -16%	nt	-6%
- O=C(Nc1ccccc1)c1ccc(OC(=O)c2cc3ccccc3o2)cc1
→ -14%	6%	-10%
- O=C1c2ccccc2CN1Cc1ccccc1
→ -2%	nt	-7%
- COC(=O)c1cc(OC)c(OC)cc1N1C(=O)CC(C)(C)CC1=O
→ 6%	nt	2%
- Cc1ccc(S(=O)(=O)CCC(=O)NCc2ccccc2F)cc1
→ 4%	nt	1%
- CCOC(=O)c1ccc2nc(NC(=O)c3cccs3)sc2c1
→ -29%	5%	?
- Cn1c(=O)c2cc(S(=O)(=O)NC(C(=O)NCc3cccnc3)c3ccccc3)ccc2n(C)c1=O (stereo not drawn)
→ -1%	3%	-7%
- COc1ccc(-c2cc3ccc(OCC(C)=O)cc3oc2=O)cc1OC
→ -14%	0%	-26%
- Cc1ccc(NC(=O)c2cnc(SCC(=O)N3CCCc4ccccc43)n(C)c2=O)cc1
→ ?	0%	-15%
- O=C(CSCc1cc(=O)c2cc(F)ccc2[nH]1)Nc1ccccc1Cl
→ -26%	-5%	?
- O=C(NCc1ccco1)c1cnn2c1NC(c1ccc(Br)cc1)CC2C(F)(F)F (stereo not drawn)
→ 4.1µM*	2%	4.1µM*
- Cc1ccccc1Cn1c2ccccc2c2cnn(CC(=O)NCCc3ccccc3)c(=O)c21
→ 16µM*	-3%	?

Next section:
Second line of a record – DT40 TDP1 CPT	TDP1 block	DT40 TDP1 no CPT
- CCc1cc(=O)oc2cc(OC3CCCCC3=O)ccc12 (stereo not drawn)
→ -25%	nt	-28%
- Cc1ccc2c(c1)-c1c(ssc1=S)C(C)(C)N2C(=O)CSc1nncn1C
→ ?	12%	?
- O=S(=O)(NC1CC2CCC1C2)c1ccc(Br)s1 (stereo not drawn)
→ ?	-2%	23µM*
- COc1ccc(NC(=S)N/N=C/c2ccc(F)cc2)cc1OC
→ ?	2%	?
- Cc1ccc(-n2ncc(C(=O)Nc3ccc4c(c3)OCO4)c2C2CCN(C(=O)OC(C)(C)C)CC2)c(C)c1
→ ?	11%	29µM*
- CN1CCN(CCC(=O)N/N=C/c2cc([N+](=O)[O-])ccc2OC(F)F)CC1
→ 4%	-9%	-3%
- CCN1CCN(C(=O)C2CC(c3ccc(F)cc3)=NO2)CC1 (stereo not drawn)
→ 4%	2%	-9%
- COc1ccc(OC)c(S(=O)(=O)N2CCN(C)CC2)c1
→ -10%	1%	-1%
- COc1ccc(OC)c(N(CC(=O)NCCc2ccc(OC)c(OC)c2)S(=O)(=O)c2ccccc2)c1
→ ?	nt	?
- CC1(C(=O)NS(=O)(=O)c2ccccc2OC(F)(F)F)CCN1C(=O)c1ccco1 (stereo not drawn)
→ 0%	nt	-1%
- Cc1ccc(C)c(SCC(=O)Nc2nnc(-c3ccccc3)o2)c1
→ ?	7%	?
- O=C(Nc1ccc(Cl)cc1)c1cc(Br)ccc1OCC(=O)N1CCOCC1
→ ?	-2%	?
- CCOc1ccc(C(=O)OCC(=O)Nc2cc(C)on2)cc1OCC
→ -1%	-9%	-13%
- CCOC(=O)c1cccc(NS(=O)(=O)c2c(C)[nH]c(C)c2C(=O)N2CCCC2)c1
→ -17%	1%	-16%
- CC(C)NC(=O)c1ccc2c3n(nc2c1)-c1ccc(Cl)cc1CO3
→ ?	-5%	?
- CCN(CC)CCNC(=O)c1cc(S(=O)(=O)N2CCc3ccccc32)cn1C
→ ?	nt	-2%
- Cc1ccc2c(c1)c1c(c(=O)n(-c3cccc(Cl)c3)c(=O)n1C)n2C
→ ?	6%	-27%
- Cc1nnc(SCc2cc(=O)[nH]c(Nc3nc(C)c4cc(C)c(C)cc4n3)n2)s1
→ ?	6%	-1%
- C=CCSc1nc2ccccc2c(=O)n1Cc1ccccc1
→ 23%	0%	-10%
- CC(=O)N=c1sc(C(C)(C)C)c(C)n1C
→ ?	2%	?
- COc1ccc2oc(=N)c(C(=O)Nc3ccc(F)cc3)cc2c1
→ 21%	nt	-28%
- CS(=O)(=O)N1CCN(c2ccc(NC(=O)COc3ccccc3)cc2)CC1
→ -9%	-1%	-16%
- Nc1c(C(=O)c2ccccc2)oc2ccccc12
→ -1%	10%	-27%
- CC(C(=O)N1CCCCCC1)N(c1ccc(Cl)cc1)S(C)(=O)=O (stereo not drawn)
→ -20%	nt	?
- Cc1cccc(CN(C(=S)Nc2c(C)cccc2C)c2cccnc2)c1
→ -13%	5%	?
- CC(=O)c1ccc(NC(=O)c2cc(S(=O)(=O)N3CCCCCC3)cn2C)cc1
→ 0%	1%	-21%
- COc1cccc(CNC(=O)C2CCC(CNS(=O)(=O)c3ccc4c(c3)CCCC(=O)N4)CC2)c1 (stereo not drawn)
→ -25%	3%	-22%
- Brc1ccccc1OCCCN1CCCC1
→ -18%	0%	?
- COc1ccccc1CN1CCC2(CC1)CCN(S(C)(=O)=O)CC2
→ -2%	nt	-4%
- COc1ccc(CCCc2nnc(SCC(=O)Nc3ccc(C)cc3)o2)cc1
→ -16%	nt	-15%
- COc1cc(C2CC(=O)c3cnc(NC(=O)COc4ccccc4)nc3C2)cc(OC)c1OC (stereo not drawn)
→ -7%	2%	-20%
- O=C(OCC(=O)c1c[nH]c2ccccc12)c1cccc([N+](=O)[O-])c1
→ -11%	3%	11%
- CN(Cc1ccccc1)S(=O)(=O)c1ccc(S(=O)(=O)N(Cc2ccc(F)cc2)C2CCCC2)cc1
→ ?	-6%	-26%
- Clc1ccc2nc[nH]c2c1
→ -18%	nt	-18%
- COc1c(N2CCN(C(=S)Nc3ccccc3F)C(C)C2)c(F)cc2c(=O)c(C(=O)O)cn(C3CC3)c12 (stereo not drawn)
→ -28%	nt	?
- N#CCCN(Cc1cccnc1)C(=S)NCc1ccco1
→ -22%	7%	-20%
- Nc1c(C(=O)c2ccc(F)cc2)sc(Nc2ccccc2F)c1S(=O)(=O)c1ccc(Br)cc1
→ 5.2µM*	5%	8.2µM*
- CNS(=O)(=O)c1cccc(C(=O)OCC(=O)c2cc3ccccc3o2)c1
→ ?	-3%	?
